# Source: PubChem BioAssay
# HCV core dimer: HCV core protein dimerization inhibition; TR-FRET GST/Flag-core106 dimerization, 1536-well; inhibition, % at 5 µM; 300,000 tested, 0.33% active;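 active = inhibition above the mean of all tested compounds plus 3 SD, set per screening campaign, cut at about 45% in these data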
#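 System: GST-tagged and Flag-tagged HCV core protein residues 1-106 / Input: core106 proteins, GST 13.5 nM and Flag 17 nM / Buffer or medium: KF-containing HEPES buffer, pH 7.45, DTT, CHAPS, BSA / Probe or stimulus: Eu-anti-GST and XL665-anti-Flag labelled anti-tag antibodies / Schedule: 4 h, 22.5 °C incubation / Technique: TR-FRET 671 and 617 nm emission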
# PP1 inh: blocks human PP1-alpha phosphatase, a PP5 counter-screen. purified PP1alpha, OMFP fluorescence. inhibition, % at 6.7 µM. 320,000 tested, 0.9% active;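 active = inhibition above the mean inhibition of all tested compounds plus 3 SD, computed separately for each screening campaign, cut at about 15% in these data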
# Target sequence (P62136 whole entry, looked up): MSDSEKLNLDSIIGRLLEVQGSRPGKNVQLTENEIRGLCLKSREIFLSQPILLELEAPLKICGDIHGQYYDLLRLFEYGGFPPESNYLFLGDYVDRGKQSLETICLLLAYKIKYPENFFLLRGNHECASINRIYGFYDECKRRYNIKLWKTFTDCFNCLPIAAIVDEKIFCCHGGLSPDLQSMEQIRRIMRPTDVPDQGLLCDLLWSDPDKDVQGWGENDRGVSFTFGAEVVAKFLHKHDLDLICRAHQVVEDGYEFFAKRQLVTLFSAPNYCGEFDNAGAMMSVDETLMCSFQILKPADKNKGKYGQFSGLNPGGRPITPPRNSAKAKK
# Fh CTSL1 inh: counter-screen for PFM18AAP inhibitors: inhibitors of F. hepatica cathepsin L1; recombinant F. hepatica cathepsin L1, Z-Leu-Arg-MCA fluorescence; inhibition, % at 5.96 µM; 300,000 tested, 0.49% active;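 active = inhibition above the mean of all tested compounds plus 3 SD, set per screening campaign, cut at about 17% in these data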;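 also: 0% = plate median of test compound wells and 100% = 1 µM Z-Phe-Ala-diazomethylketone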
# PP5 primary: PP5 (human) phosphatase inhibition; P53041; purified PP5c, OMFP substrate fluorescence; inhibition, % at 6.7 µM; 320,000 tested, 0.18% active; AID 1987;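 active = inhibition above the campaign's mean inhibition across all tested compounds plus 3 SD, cut at about 9.5% in these data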;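 also: 0% = DMSO only and 100% = 100 µM cantharidin control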
# Target sequence (P53041 whole entry, looked up): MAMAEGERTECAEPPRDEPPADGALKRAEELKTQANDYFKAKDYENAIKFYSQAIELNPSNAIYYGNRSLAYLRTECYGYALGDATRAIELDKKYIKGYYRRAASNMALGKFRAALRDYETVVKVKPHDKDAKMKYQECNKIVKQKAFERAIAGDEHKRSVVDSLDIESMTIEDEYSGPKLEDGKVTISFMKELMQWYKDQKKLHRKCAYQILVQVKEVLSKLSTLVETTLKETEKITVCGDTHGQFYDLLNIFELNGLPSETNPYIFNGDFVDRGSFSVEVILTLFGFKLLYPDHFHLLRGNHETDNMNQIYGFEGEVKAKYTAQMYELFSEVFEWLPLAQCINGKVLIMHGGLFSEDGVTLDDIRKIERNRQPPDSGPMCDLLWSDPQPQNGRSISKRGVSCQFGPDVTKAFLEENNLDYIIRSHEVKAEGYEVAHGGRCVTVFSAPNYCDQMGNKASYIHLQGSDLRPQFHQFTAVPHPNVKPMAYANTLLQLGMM
# PREPL inhibitor: inhibitors of human prolyl oligopeptidase-like enzyme PREPL; Q4J6C6; recombinant PREPL, fluorescence polarization activity-based probe; inhibition, % at 5.96 µM; 320,000 tested, 0.68% active; in the data active = inhibition above about 43%;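 also: 0% = enzyme with DMSO and 100% = wells lacking enzyme; many of its hits are not listed in these tables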
# Efflux pump mplx: blocks antifungal efflux pumps in multiplex yeast assay; S. cerevisiae Candida pump triplex, Nile Red efflux; inhibition, % at 10 µM; 330,000 tested, 0.44% active;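 active = plate passing quality check with inhibition over a set limit, or well fluorescence over plate mean plus 4 SD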;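 also: Nile Red retained in pooled yeast measured as flow cytometry median fluorescence; 0% = buffer negative control and 100% = Enniatin B positive control; higher means more Nile Red kept so more efflux inhibition; some compounds called inactive have numbers as strong as hits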
# TPT1 inh: C. albicans TPT1 enzyme inhibition. recombinant caTPT1, FP RNA substrate dephosphorylation. inhibition, % at 5 µM. 300,000 tested, 0.81% active. AID 1962;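 active = inhibition above the mean of all tested compounds plus 3 SD, set per screening campaign, cut at about 24% in these data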;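 also: plate controls were DMSO alone for no effect and ferristatin control at 100 nM for full effect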
# ZTA counter: counter-screen for EBNA-1 inhibitors: inhibitors of Epstein-Barr virus ZTA; P03206; ZTA-DNA binding, fluorescence polarization; inhibition, % at 11 µM; 320,000 tested, 0.15% active; AID 2234; in the data active = inhibition above about 33%
# EBNA-1 inhibitor: blocks EBNA-1 binding to DNA; EBNA-1 DNA binding, fluorescence polarization; inhibition, % at 14.8 µM; 300,000 tested, 0.34% active; AID 1950; in the data active = inhibition above about 28%
# Starred values were filed as active, the others as inactive; x = not tested or not shown. An excerpt; rates above refer to the full screens.
cpd	Molecule	HCV core dimer	PP1 inh	Fh CTSL1 inh	PP5 primary	PREPL inhibitor
1	COc1ccc(N2C(=O)NC(=O)/C(=C/c3ccc4c(c3)Cc3ccccc3-4)C2=O)cc1	9	-2	1	-1.3	-13
2	CCCCOCCCn1c(N)c(C(=O)OC(C)COC)c2nc3ccccc3nc21 (centres undefined)	1	-2	5	1.1	2
3	Cc1ccc(N2C(=O)NC(=O)/C(=C/c3cnc(-c4ccccc4)nc3)C2=O)cc1C	3	4	2	3.2	5
4	O=C(NCc1ccc(C(=O)N2CCC3(CC2)OCCO3)cc1)c1cccc(Br)c1	2	-5	1	-1.9	11
5	COc1ccc(NC(=S)NC(NC(=O)CF)C(Cl)(Cl)Cl)c([N+](=O)[O-])c1 (centres undefined)	1	-1	4	0.0	7
6	O=c1[nH]c(=O)n(Cc2ccco2)c(O)c1/C=N/N1CCCCCC1	4	-3	2	0.3	6
7	COc1ccccc1CCNC1CCCCCC1	-2	1	-3	3.0	-8
8	COc1ccc(/C=C/C(=O)c2c(O)n(CCC3=CCCCC3)c(=O)[nH]c2=O)cc1	4	-1	-5	-0.1	-1
9	COc1cc(CN2C(=O)NC(=O)C3(Cc4cc(C)ccc4N(C)C3)C2=O)cc(OC)c1 (centres undefined)	5	-4	-1	-1.8	-1
10	O=C(N/N=C/c1c(O)n(C2CC2)c(=S)[nH]c1=O)c1ccccc1O	4	0	8	0.6	4
11	Cc1c(C(=O)c2ccccc2)c2ccccc2n1C	10	-1	3	-1.0	-21
12	CN1CCC(c2c[nH]c3ccccc23)C1 (centres undefined)	-13	-3	-1	1.9	3
13	Cc1cc(C=C2C(=O)N(C)C(=S)N(C)C2=O)c(C)n1-c1cccnc1	2	1	4	-0.8	0
14	Cc1ccc(CN2CCN(CC(=O)N3CCC4(CC3)OCCO4)C2=O)cc1	2	-8	1	-5.0	7
15	O=C(CNC(=O)OCc1ccccc1)NCC(=O)Nc1ccc(Br)cc1C(=O)c1ccccc1	-4	-1	1	7.0	4

cpd	Efflux pump mplx	TPT1 inh	ZTA counter	EBNA-1 inhibitor
1	-0.3	7	0	2
2	-0.1	-1	5	10
3	-0.2	25*	8	2
4	-0.1	0	6	3
5	0.0	-2	3	6
6	0.0	0	-1	5
7	0.0	0	-5	-6
8	-0.3	-1	3	1
9	0.0	0	-2	6
10	-0.2	3	8	5
11	-0.1	-3	3	3
12	0.3	-2	-18	-25
13	-0.2	15	-16	-7
14	0.2	6	-2	3
15	0.4	5	-4	3

# Continuation:
cpd	Molecule	HCV core dimer	PP1 inh	Fh CTSL1 inh	PP5 primary	PREPL inhibitor
16	Cc1c(C)c2ccc(OCC(=O)N3C[C@H]4C[C@@H](C3)c3cccc(=O)n3C4)c(C)c2oc1=O	1	-4	-1	2.5	5
17	COC(=O)C(O)(c1ccc(NC(=O)c2ccccc2)cc1)C(F)(F)F (centres undefined)	1	-6	-2	-0.7	-3
18	C1CC2OC2CC1C1CO1 (centres undefined)	x	0	x	2.5	16
19	CN1CCN(C(=O)COc2ccc(S(=O)(=O)NCc3ccccc3)cc2Cl)CC1	1	1	-1	1.0	4
20	c1ccc(NC2=NCCS2)cc1	-2	-14	-3	0.6	-16
21	[O-][n+]1onc2c1CCC1N(O)CCC21O (centres undefined)	0	0	-4	3.7	23
22	CCn1cc(CN2CCCC(C(=O)c3sccc3C)C2)cn1 (centres undefined)	-6	-7	0	-1.5	7
23	Fc1ccccc1CCNCc1cccc2ccccc12	6	-3	2	-0.6	-47
24	CN1C(=O)CN=C(c2ccc(Cl)cc2)c2cc(Cl)ccc21	-8	4	-3	2.3	-96
25	CCC1CN(C)CCC1(OC(C)=O)c1ccccc1 (centres undefined)	-1	-6	-1	-0.8	4
26	CN(C)C(=O)Oc1c(Cl)cc(Cl)c2ccccc12	6	6	0	1.2	-2
27	CCN1CCC(N(C)C2CCCCC2)CC1	-4	-1	5	1.6	6
28	CC(=O)OC1(c2ccccc2)CCN(C)CC1(C)C (centres undefined)	0	-4	1	1.3	3
29	COc1ccc(CCn2c(O)c(/C=N/NC(=O)c3ccncc3)c(=O)[nH]c2=O)cc1OC	4	6	3	0.7	1
30	O=C1CCN(C(=O)CNC(=O)Cc2ccccc2)CC1	-3	-6	-3	0.3	2

cpd	Efflux pump mplx	TPT1 inh	ZTA counter	EBNA-1 inhibitor
16	-0.1	-8	-17	2
17	-0.2	-3	4	0
18	0.1	x	-22	x
19	0.0	-6	16	-5
20	0.1	-1	-13	-6
21	0.2	-3	-14	-6
22	0.2	3	4	-7
23	-0.1	1	-5	6
24	0.1	-2	5	2
25	0.0	-6	3	12
26	0.0	-3	7	-2
27	-0.1	-2	-7	-7
28	0.0	2	-13	0
29	0.0	-3	-9	-6
30	-0.1	0	1	7

# The results go on:
cpd	Molecule	HCV core dimer	PP1 inh	Fh CTSL1 inh	PP5 primary	PREPL inhibitor
31	Cc1ccc(S(=O)(=O)N(C)c2ccc(C(=O)NCC3(N(C)C)CCCCC3)cc2)cc1	-5	-1	4	-1.0	4
32	CN(C)c1ccc(C(=O)N/N=C/C23CC[C@@H](O)CC2(O)CC[C@@H]2[C@@H]3CCC3(C)C(C4=CC(=O)OC4)CCC23O)cc1 (some centres undefined)	0	-4	-3	2.5	8
33	COc1cc(C(C)=O)ccc1OC(=O)N(C)c1ccccc1	-4	1	1	2.0	20
34	CCCCCCCSc1cc(OC)c(CCN(C)C)cc1OC	-28	8	1	1.4	25
35	COc1ccc(CN2C(=O)NC(=O)/C(=C\c3cccc(OC)c3OC)C2=O)cc1	6	2	0	2.7	-2
36	CSC1=NP(=S)(SC)N2CCCC2=C1C#N (centres undefined)	1	-4	-1	-1.5	-1
37	C=CCn1c(O)c(C(C)=NCCCN2CCOCC2)c(=O)[nH]c1=O	1	3	13	0.8	5
38	Cc1cc(=O)oc2c(C)c(OCC(=O)N3CCN(Cc4ccccc4)CC3)ccc12	8	3	-1	-0.5	-14
39	CCC1(OC(=O)CN)C(=O)OCc2c1cc1n(c2=O)Cc2cc3ccccc3nc2-1 (centres undefined)	1	-2	6	2.0	9
40	C=COCCn1c(C)c(C(=O)OCC)c2cc(O)ccc21	-3	-2	-3	-0.3	6
41	CC(=O)c1ccccc1NC(=O)C1C2CCC(O2)C1C(=O)O (centres undefined)	-6	72*	3	71*	8
42	Cc1ccc(NC(=O)c2ccc(C)c(S(=O)(=O)N3CCCCC3)c2)nc1	-8	1	-3	1.1	5
43	COC(=O)C1=C(c2cccc(OC)c2OC)C[C@@H]2CC[C@H]1N2C(=O)NCCO	-18	4	10	-0.6	15
44	Fc1ccc(C(OCCN2CCCC2)c2ccc(F)cc2)cc1	-7	-1	-2	2.2	-3
45	C[C@H]1OC[C@@H](C[N+](C)(C)C)O1	-8	0	7	1.3	4

cpd	Efflux pump mplx	TPT1 inh	ZTA counter	EBNA-1 inhibitor
31	0.1	-3	-13	-11
32	0.1	-2	-10	-1
33	0.2	-3	-6	-29
34	0.1	-2	16	1
35	0.3	16	-3	-4
36	-0.1	-2	-9	10
37	0.7	-3	-10	-2
38	0.0	-2	12	5
39	-0.1	1	-5	-2
40	-0.1	-1	-15	4
41	-0.1	-1	2	2
42	0.0	-4	-5	12
43	-0.1	-6	-10	-13
44	-0.1	-2	-9	4
45	0.0	-2	1	-4

# Single values from the results shown.
# compound 34 | Efflux pump mplx: 0.1
# compound 31 | PP5 primary: -1.0
# compound 43 | ZTA counter: -10
# compound 37 | PP5 primary: 0.8
# compound 41 | Efflux pump mplx: -0.1

# The listing picks up, repeating the 6 entries before the break.
cpd	Molecule	HCV core dimer	PP1 inh	Fh CTSL1 inh	PP5 primary	PREPL inhibitor
40	C=COCCn1c(C)c(C(=O)OCC)c2cc(O)ccc21	-3	-2	-3	-0.3	6
41	CC(=O)c1ccccc1NC(=O)C1C2CCC(O2)C1C(=O)O (centres undefined)	-6	72*	3	71*	8
42	Cc1ccc(NC(=O)c2ccc(C)c(S(=O)(=O)N3CCCCC3)c2)nc1	-8	1	-3	1.1	5
43	COC(=O)C1=C(c2cccc(OC)c2OC)C[C@@H]2CC[C@H]1N2C(=O)NCCO	-18	4	10	-0.6	15
44	Fc1ccc(C(OCCN2CCCC2)c2ccc(F)cc2)cc1	-7	-1	-2	2.2	-3
45	C[C@H]1OC[C@@H](C[N+](C)(C)C)O1	-8	0	7	1.3	4
46	NNC(=O)c1ccc(Cl)cc1	2	-1	-4	0.6	8
47	Cc1ccsc1C(=O)C1CCCN(Cc2cnc(N(C)C)s2)C1 (centres undefined)	0	-1	4	-0.7	21
48	CCc1cc2c(N3CCN(C)CC3)ncnc2s1	0	0	-4	-0.1	-3
49	O=C(CCl)NCC1CCCO1 (centres undefined)	-1	2	1	1.2	1
50	CCCCn1c(=O)c(C(=O)Nc2nnc(C(C)C)s2)c(O)c2ccccc21	0	1	-3	-2.1	-4
51	O=C1NC(=O)N(c2ccc3c(c2)OCO3)C(=O)/C1=C/c1ccc(N2CCCC2)o1	-12	4	3	4.8	-3
52	Cc1ccc2c(c1)cc1c(=O)n(CC(=O)N3CCC4(CC3)OCCO4)nc(C)n12	-7	0	-2	1.2	2
53	CC12CC(c3ccccc3O1)C(C(=O)OCc1ccccc1)C(=O)N2 (centres undefined)	8	0	-2	0.9	11
54	Cc1ccc(CS(=O)(=O)CCC(=O)N2CCC3(CC2)OCCO3)cc1	-2	-3	1	0.9	17
55	O=[N+]([O-])c1cc(-n2cnnn2)c(O)c([N+](=O)[O-])c1	-3	0	-1	-2.1	2
56	Cc1ccsc1CNCCc1ccccc1F	3	-4	0	-1.6	-4
57	CC(CCc1ccccc1)NC(C)C(O)c1ccc(O)cc1 (centres undefined)	12	-9	-5	0.4	-13
58	COc1cccc(CNC(=O)CCC(=O)N2C[C@H]3C[C@H](C2)c2cccc(=O)n2C3)c1OC	-4	1	-2	0.1	15
59	O=C1NC(=S)NC(=O)C12C(c1ccccc1)NC(=S)NC2c1ccccc1 (centres undefined)	22	-1	-1	-0.6	-1
60	CCOCCCNC(=O)CN1C2CCC1CC(O)(c1ccc(OC)cc1)C2 (centres undefined)	5	-2	-3	-2.0	-8
61	Cc1cc2oc(=O)cc(-c3cc4ccccc4o3)c2cc1OC(=O)N(C)C	12	-4	4	2.4	4
62	CCn1c(O)c(C=NCCN2CCOCC2)c(=O)[nH]c1=S	-4	-3	-2	2.9	9

cpd	Efflux pump mplx	TPT1 inh	ZTA counter	EBNA-1 inhibitor
40	-0.1	-1	-15	4
41	-0.1	-1	2	2
42	0.0	-4	-5	12
43	-0.1	-6	-10	-13
44	-0.1	-2	-9	4
45	0.0	-2	1	-4
46	0.1	-2	-21	-10
47	-0.1	-4	4	1
48	0.3	6	3	2
49	0.2	-1	-9	-10
50	0.4	-2	13	-3
51	-0.2	128*	8	2
52	0.0	-1	-7	1
53	-0.1	0	4	2
54	-0.1	-5	-3	-5
55	0.0	0	-8	-8
56	-0.1	0	-3	-4
57	0.1	0	-4	4
58	-0.2	-3	-6	13
59	-0.1	-3	12	14
60	-0.1	1	4	-3
61	0.1	0	-2	5
62	-0.2	3	-16	6
